LGR2 inh – blocks bursicon-induced cAMP signaling via Drosophila LGR2; HEK293 LGR2, CRE-luciferase, bursicon-stimulated, 4 h; inhibition, % at 9.99 µM; actives 0.35% (n = 380,000); AID 720647;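 active means drop in luminescence signal, shown as inhibition above about 50% in the replicate tests, limit read from the data, passing the limit was not always enough; inconclusive means probably only some replicates passing the limit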;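 further: agonist challenge used bursicon conditioned medium at about half maximal strength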
Xi reactivation – activators of X-chromosome reactivation in mouse fibroblasts | activation, % at 7.58 µM | XiGFP mouse fibroblasts, % GFP-positive cells imaging, 3 d; cells co-treated with 5-aza-dC sensitizer; scaled so ellipticine positive control = 100% | actives 0.055% (n = 360,000) | AID 743238;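 active means mean normalized replicate activation at least 10% and every replicate at or above 10%; inconclusive means only one of the two criteria met; inactive means mean below 10% and not all replicates reach 10%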;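 further: 0% = median of on-plate neutral control wells and 100% = ellipticine 6 µM median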
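System: SV40-immortalized XiGFP fibroblast cells, line 68-5-11 / Incubation: 3-day compound exposure, then 15 min fixation at room temperature / Compound: single concentration per compound, delivered by pin transfer / Buffer or medium: DMEM plus 5-aza-dC sensitizer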
ERAP1 HTS inh – blocks human ERAP1 aminopeptidase activity | Q9NZ08 | recombinant ERAP1, Leu-AMC fluorescence, 60 min | inhibition, % at 10.7 µM | actives 0.15% (n = 340,000);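 active means mean replicate inhibition of at least 30%, or all replicates individually reaching that 30% level; inactive means mean below 30% and not every replicate reaching it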;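 further: 0% = neutral control wells and 100% = L-leucinethiol positive control wells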
Target sequence (Q9NZ08 whole entry, looked up): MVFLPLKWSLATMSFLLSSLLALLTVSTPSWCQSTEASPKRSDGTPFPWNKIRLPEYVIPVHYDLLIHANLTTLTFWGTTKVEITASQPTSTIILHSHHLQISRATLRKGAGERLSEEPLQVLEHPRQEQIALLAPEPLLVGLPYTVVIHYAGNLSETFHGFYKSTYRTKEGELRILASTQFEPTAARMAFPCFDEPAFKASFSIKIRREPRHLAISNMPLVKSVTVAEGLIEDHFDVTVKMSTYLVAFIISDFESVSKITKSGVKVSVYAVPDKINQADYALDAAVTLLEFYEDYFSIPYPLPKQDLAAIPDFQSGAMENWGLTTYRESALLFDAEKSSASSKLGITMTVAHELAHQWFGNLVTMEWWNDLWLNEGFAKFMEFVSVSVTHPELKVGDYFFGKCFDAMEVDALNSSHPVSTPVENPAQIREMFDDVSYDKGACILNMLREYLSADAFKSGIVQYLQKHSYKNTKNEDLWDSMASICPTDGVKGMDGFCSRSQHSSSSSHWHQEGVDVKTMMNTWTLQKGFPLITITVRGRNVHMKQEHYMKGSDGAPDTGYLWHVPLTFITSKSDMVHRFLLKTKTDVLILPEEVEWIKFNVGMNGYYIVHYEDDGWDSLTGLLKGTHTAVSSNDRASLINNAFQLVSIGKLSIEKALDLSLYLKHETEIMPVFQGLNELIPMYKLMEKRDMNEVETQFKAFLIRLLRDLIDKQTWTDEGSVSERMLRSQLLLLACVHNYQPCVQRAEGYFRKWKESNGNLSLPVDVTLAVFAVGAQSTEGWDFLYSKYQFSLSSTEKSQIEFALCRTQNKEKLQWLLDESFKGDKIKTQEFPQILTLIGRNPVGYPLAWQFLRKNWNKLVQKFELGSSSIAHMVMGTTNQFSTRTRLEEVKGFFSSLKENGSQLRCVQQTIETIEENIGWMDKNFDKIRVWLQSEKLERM
Cneo AK release – causes C. neoformans cell lysis; adenylate kinase release luminescence, 4 h; normalised: neutral wells 0, clomiphene wells 100; actives 0.2% (n = 360,000); lysis activity, % at 15 µM; AID 651654;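 active means mean lysis activity across replicates of at least 80%, whatever share of replicates individually reach that level; inactive means mean lysis activity below 80%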
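Assay system: C. neoformans cells. Amount: yeast cell density of 5 × 10^6 cells/mL. Technique: AK luminescence. Buffer or medium: YPD. Times: static 4 h at 37 °C with compound, 1 h detection. Dosing: single-point compound dose. Read-out: lysis from increased AK signal.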
SIRT5 block – inhibitors of human sirtuin-5 desuccinylase. actives 1.1% (n = 330,000). Q9NXA8. inhibition, % at 15 µM. Purified SirT5, succinyl-peptide AMC, trypsin-coupled fluorescence. AID 652115; in the data active means inhibition above about 15%; inconclusive means no clear call, values can overlap the other calls
S100A4 MyoIIA – blocks human S100A4 binding to myosin IIA peptide; S100A4/TAMRA-MyoIIA peptide fluorescence polarization; AID 652163; inhibition, % at 10.7 µM; actives 0.14% (n = 360,000); P26447;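 active means mean inhibition of at least 70% across replicates, with every replicate also reaching that level; inconclusive means mean inhibition reaches 70% but some replicates fall short; inactive means mean inhibition below 70%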
Target sequence (P26447 whole entry, looked up): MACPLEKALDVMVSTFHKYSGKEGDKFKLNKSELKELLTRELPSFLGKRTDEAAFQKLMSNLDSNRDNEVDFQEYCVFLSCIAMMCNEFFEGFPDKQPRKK
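Test system: S100A4 monomer protein. Medium: HEPES buffer with Ca2+, pH 7.2. Reagent: fluorescent myosin IIA peptide, 5 nM. Compound dosing: single-point compound testing. Timing: 5 min between mix addition and reading. Benchmarks: DMSO neutral and TFP positive wells.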
PGC1a acetyl inh – modulators of PGC1a acetylation. U2OS PGC1a acetylation, AlphaScreen anti-acetyl-lysine; with virally co-expressed GCN5 acetyltransferase. inhibition, % at 15.6 µM. actives 0.17% (n = 350,000);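 active means every replicate shows inhibition of at least 40%; inconclusive means mean inhibition at least 40% but some replicate below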;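 further: 0% = neutral control wells and 100% = positive control wells; some results beyond the cut were filed as inactive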
C2C12 statin – suppression of simvastatin myotoxicity. C2C12 myotubes + simvastatin, ATP luminescence, 48 h; scaled: DMSO 0, geranylgeraniol control 100. rescue of ATP level, % at 7.49 µM. actives 0.78% (n = 330,000). AID 602340;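 active means mean ATP rescue above about 67%, or every replicate alone reaching that limit, limit read from the data, passing the limit was not always enough; inconclusive means no clear call, values can overlap the other calls; inactive means mean under the limit and some replicate under it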;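 further: myotubes were challenged with 10 µM simvastatin during compound exposure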
Active calls of the source: *; ? = inconclusive; . = no result given.

Values in the order – LGR2 inh, Xi reactivation, ERAP1 HTS inh, Cneo AK release, SIRT5 block, S100A4 MyoIIA, PGC1a acetyl inh, C2C12 statin
- Cc1c(C(=O)Nc2ccccc2)cn2c(nc3ccccc32)c1C#N
  ., 0.2, 5, ., -4, 2, ., .
- CCN1CCN(C(=O)c2ccc3c(Cl)c4c(nc3c2)CCCC4)CC1
  -13, 0.2, 0, 3, 2, -11, -4, -18
- Cc1cc(Br)c2c(c1)C1(OCCO1)C(=O)N2
  11, 0.2, -1, 0, -5, -2, ., 6
- COc1cccc(C(=O)Nc2ccc3c(c2)C(=O)N(C)C[C@H](OC)[C@H](C)CN(CC2CC2)[C@@H](C)CO3)c1
  3, 0.0, -1, 1, 0, 9, 8, -3
- COc1cccc(-n2c(N)c(-c3nc4ccccc4[nH]3)sc2=S)c1
  -36, -0.1, -1, ., -1, 1, -6, .
- O=C(C[C@@H]1CC[C@H]2[C@@H](COC[C@H](O)CN2Cc2cc(F)ccc2F)O1)NCc1ccc(Cl)cc1
  8, 0.6, ., -2, ., ., -6, 10
- COc1ccc(S(=O)(=O)N2CCCC(C(=O)N3CCN(c4ccccc4)CC3)C2)cc1Cl (stereo unspecified)
  -8, 0.3, 3, -6, 3, 0, -12, .
- COc1ccccc1CNC(=O)CN1C(=O)NC2(CCOc3ccccc32)C1=O (stereo unspecified)
  8, 0.1, -1, -1, -1, 3, 3, 9
- O=C(COC(=O)CNC(=O)c1ccccc1)NCCNC(=O)COC(=O)CNC(=O)c1ccccc1
  -32, 0.1, 1, 0, 1, -3, 4, 29
- O=[N+]([O-])c1ccc(CN2CC(N3CCCC3)CS2(=O)=O)cc1 (stereo unspecified)
  4, -0.1, 1, 0, -3, -2, 1, 3
- CCCS(=O)(=O)NC(=O)C1(C)CCCN(C(=O)c2cc(F)cc(F)c2)C1 (stereo unspecified)
  16, -0.1, 0, -3, -5, 3, -1, 11
- O=C(COC(=O)c1ccc([N+](=O)[O-])o1)NCc1ccc2c(c1)OCO2
  4, 0.3, -2, 1, -2, -5, ., 1
- C[C@H](NC(=O)c1ccccc1Cl)C(=O)OCc1cn2cc(Cl)ccc2n1
  -1, 0.3, 2, -4, -2, 1, 8, 12
- C[C@H]1CN([C@@H](C)CO)C(=O)c2cc(C#CC3CCCCC3)cnc2O[C@H]1CN(C)C(=O)Cc1ccccn1
  11, -0.2, 1, 3, 1, -44, 18, -20
- C#CCN1C(=O)C(O)(CC(=O)c2ccc(OC)c(OC)c2)c2ccccc21 (stereo unspecified)
  ., ., ., -2, ., -3, ?, 0
- Cc1nn(-c2ccccc2)cc1/C=N/NC(=O)c1cccs1
  -50, 0.0, 2, ., -3, 3, 7, -11
- CCCNC(=O)C[C@@H]1CC[C@@H]2[C@@H](COc3ccc(NC(=O)Nc4c(C)noc4C)cc3C(=O)N2C)O1
  15, 0.0, 1, -1, -4, -3, 2, 11
- O=C(CNc1ccccc1Cl)Nc1cc(S(=O)(=O)N2CCOCC2)ccc1Cl
  -8, 0.0, 0, -1, -4, 1, 6, 5
- C[C@@H]1CCCCO[C@@H](CN(C)C(=O)CCCN(C)C)[C@@H](C)CN([C@H](C)CO)C(=O)c2cc(NC(=O)c3ccncc3)ccc2O1
  -7, -0.1, ., 1, ., ., 3, .
- CCOC(=O)c1c(NC(=O)/C=C/c2ccc3c(c2)OCO3)sc(C)c1CC
  -19, ., ., -2, ., ., -1, -11
- CCc1c(C2(O)CCCCC2)[nH]c2c(C(=O)OC)cc(Cl)cc12
  -6, 0.0, -1, -3, ., 4, 8, 8
- C[C@@H]1CN([C@@H](C)CO)C(=O)c2cc(NC(=O)CCCN(C)C)ccc2O[C@@H]1CN(C)C(=O)NC1CCCCC1
  9, -0.1, 0, 0, -2, 4, -3, -15
- CS(=O)(=O)N1CCc2cc(C(=O)Nc3ccc(COCC(F)(F)F)cc3)ccc21
  3, 0.2, -3, 3, 0, -3, -19, -36
- C/C=C/c1ccc([C@H]2[C@H](CO)N3CCCCN(S(=O)(=O)c4ccc(OC)cc4)C[C@@H]23)cc1
  4, 0.3, 1, 3, 6, 11, -7, -4
- COc1ccc(-n2cnc(=S)[nH]c2=S)cc1
  0, 0.0, -1, 1, -3, 2, 4, -2
- CC(C)Oc1ccc(S(=O)(=O)N2CCOCC2)cc1NC(=O)C1COc2ccccc2O1 (stereo unspecified)
  5, 0.0, 1, 0, 0, -4, -6, 9
- OC(c1ccc(Cl)c(F)c1)c1ncc(-c2ccc(Cl)cc2)[nH]1 (stereo unspecified)
  -4, 0.0, 13, -1, 0, -2, ., -6
- O=[N+]([O-])c1cccc(S(=O)(=O)N2CCN(S(=O)(=O)N3CCCCCC3)CC2)c1
  16, 0.0, 2, 3, -2, 4, ., -4
- COC(=O)c1sccc1NC(=O)c1ccoc1C
  2, ., 1, 8, -1, 0, -11, -2
- COc1ccccc1Nc1c2c(nc3ccc(N)cc13)CCCC2
  14, -0.3, 3, -4, 12, -3, -9, .

Ordered by count of non-hydrogen atoms (high to low): five of the compounds above.
Values in the order – LGR2 inh, Xi reactivation, ERAP1 HTS inh, Cneo AK release, SIRT5 block, S100A4 MyoIIA, PGC1a acetyl inh, C2C12 statin
- O=C(CNc1ccccc1Cl)Nc1cc(S(=O)(=O)N2CCOCC2)ccc1Cl
  -8, 0.0, 0, -1, -4, 1, 6, 5
- CCOC(=O)c1c(NC(=O)/C=C/c2ccc3c(c2)OCO3)sc(C)c1CC
  -19, ., ., -2, ., ., -1, -11
- O=C(COC(=O)c1ccc([N+](=O)[O-])o1)NCc1ccc2c(c1)OCO2
  4, 0.3, -2, 1, -2, -5, ., 1
- COc1cccc(-n2c(N)c(-c3nc4ccccc4[nH]3)sc2=S)c1
  -36, -0.1, -1, ., -1, 1, -6, .
- COc1ccc(-n2cnc(=S)[nH]c2=S)cc1
  0, 0.0, -1, 1, -3, 2, 4, -2

Next compounds:
Values in the order – LGR2 inh, Xi reactivation, ERAP1 HTS inh, Cneo AK release, SIRT5 block, S100A4 MyoIIA, PGC1a acetyl inh, C2C12 statin
- Cc1ccc(C)c(NC(=S)/C(=C(\[O-])c2ccc(Cl)s2)[n+]2ccccc2)c1
  -15, -0.1, 4, ., -2, -8, 2, .
- Cc1c(NC(=O)c2ccc(C(C)(C)C)cc2)cccc1[N+](=O)[O-]
  -26, 0.0, -3, -2, -2, -2, ., .
- CSc1oc(-c2ccc(F)cc2)nc1S(=O)(=O)c1ccccc1
  -17, ., ., 1, ., ., 3, -7
- CN1c2ccc(-c3ccccc3F)cc2[C@@H]2[C@@H](CCN2C(=O)NC2CCCC2)[C@@H]1CO
  2, 0.0, ., 0, ., ., -10, 48
- CC(=O)Nc1ccc(C(=O)COC(=O)C2CC2)c(F)c1
  -27, 0.0, -5, 1, 6, -2, ., 2
- C=CCN(CC=C)C(=O)CN1C(=O)NC(Cc2c[nH]c3ccccc23)C1=O (stereo unspecified)
  6, 0.2, 2, ., 0, -3, ., .
- Cc1cccc(Cc2ncc(C(F)(F)F)cc2Cl)c1
  -3, 0.0, 0, 1, -4, 0, 0, 4
- COC(=O)c1cc(=O)nc(NNC(C)=O)s1
  10, 0.2, 5, ., 1, 3, ., .
- Cc1cc(NC(=O)C2CCN(C(=O)c3ccco3)CC2)ccc1Br
  -4, 0.2, 0, ., -5, 1, ., .
- c1ccc2c(-c3ccc4nncn4c3)cncc2c1
  19, 0.4, -1, -2, ., -1, ., 7
- COc1ccc(CNC(=O)C[C@@H]2C=C[C@@H](NC(=O)c3cccc(F)c3)[C@@H](CO)O2)cc1
  15, 0.3, 1, 1, -4, -15, 7, -3
- Cc1ccc(S(=O)(=O)N(C)C[C@@H]2Oc3c(NS(=O)(=O)c4cccs4)cccc3C(=O)N([C@@H](C)CO)C[C@H]2C)cc1
  -15, 0.1, 5, -12, 1, 2, -1, -10
- O=C1C=C(O)C(n2cncn2)C(c2ccc3c(c2)OCO3)C1 (stereo unspecified)
  -7, 0.2, 6, ., -5, 0, -5, .
- O=C(C[C@@H]1CC[C@@H](NC(=O)C2CC2)[C@H](CO)O1)Nc1nccs1
  -10, -0.4, 0, 56, 3, 4, -4, -2
- C[C@H](CO)N1C[C@H](C)[C@H](CN(C)C(=O)Nc2ccc(F)cc2)OCCCC[C@H](C)Oc2ccc(NC(=O)Nc3ccc(C(F)(F)F)cc3)cc2C1=O
  20, 0.3, -5, -1, 0, -29, 8, .
- Cc1ccc(C(=O)NC(=S)Nc2ccc3[nH]c(=O)[nH]c3c2)cc1
  3, 0.3, 0, -1, 0, 5, -5, 11
- O=C(COC(=O)/C=C/c1ccco1)NCc1ccccc1Cl
  30, 0.0, 2, ., -1, -2, 3, .
- CCCn1c2c(c(O)c(C(=O)Nc3nc4ccccc4s3)c1=O)CCCC2
  ., 0.1, 4, 0, -1, 1, ., 3
- CC(C)c1ccc(CN2CCC2(C)C(=O)Nc2cnc3ccccc3c2)cc1 (stereo unspecified)
  13, 0.0, -1, 2, 0, -2, ., -10
- Cc1ccc(S(=O)(=O)Nc2cc3c4c(c2)CCC(=O)N4CCC3)cc1
  -5, -0.1, 4, ., 1, 17, -6, 1
- Cc1ccc(S(=O)(=O)N2CCN(CC(=O)Nc3ccc(N4CCOCC4)cc3)CC2)cc1C
  4, 0.0, 0, -1, -9, -14, ., .

An excerpt of these results, as labelled records.
COc1cccc(-n2c(N)c(-c3nc4ccccc4[nH]3)sc2=S)c1
- LGR2 inh = -36
- Xi reactivation = -0.1
- ERAP1 HTS inh = -1
- Cneo AK release = .
- SIRT5 block = -1
- S100A4 MyoIIA = 1
- PGC1a acetyl inh = -6
- C2C12 statin = .
O=C(C[C@@H]1CC[C@H]2[C@@H](COC[C@H](O)CN2Cc2cc(F)ccc2F)O1)NCc1ccc(Cl)cc1
- LGR2 inh = 8
- Xi reactivation = 0.6
- ERAP1 HTS inh = .
- Cneo AK release = -2
- SIRT5 block = .
- S100A4 MyoIIA = .
- PGC1a acetyl inh = -6
- C2C12 statin = 10
COc1ccc(S(=O)(=O)N2CCCC(C(=O)N3CCN(c4ccccc4)CC3)C2)cc1Cl (stereo unspecified)
- LGR2 inh = -8
- Xi reactivation = 0.3
- ERAP1 HTS inh = 3
- Cneo AK release = -6
- SIRT5 block = 3
- S100A4 MyoIIA = 0
- PGC1a acetyl inh = -12
- C2C12 statin = .
COc1ccccc1CNC(=O)CN1C(=O)NC2(CCOc3ccccc32)C1=O (stereo unspecified)
- LGR2 inh = 8
- Xi reactivation = 0.1
- ERAP1 HTS inh = -1
- Cneo AK release = -1
- SIRT5 block = -1
- S100A4 MyoIIA = 3
- PGC1a acetyl inh = 3
- C2C12 statin = 9

Looked up by compound from above, 2 records:
Values in the order – LGR2 inh, Xi reactivation, ERAP1 HTS inh, Cneo AK release, SIRT5 block, S100A4 MyoIIA, PGC1a acetyl inh, C2C12 statin
- C#CCN1C(=O)C(O)(CC(=O)c2ccc(OC)c(OC)c2)c2ccccc21 (stereo unspecified)
  ., ., ., -2, ., -3, ?, 0
- O=C(C[C@@H]1CC[C@H]2[C@@H](COC[C@H](O)CN2Cc2cc(F)ccc2F)O1)NCc1ccc(Cl)cc1
  8, 0.6, ., -2, ., ., -6, 10

Screening data: PubChem BioAssay, Broad Institute

Not all compounds are listed; rates above refer to the full screens.
